Assay outcomes deposited in PubChem BioAssay by National Center for Advancing Translational Sciences (NCATS).
Akt phos inh – blocks phosphorylation of Akt. Neuro2A IGF-stimulated pAkt S473 HTRF, 20 min; stronger effect = lower value. activity change, % for hits at 50 µM. 0.32% of 360,000 active; in the data active = activity change below about -80%; inconclusive = mostly about -51% to -80%; also: % is scaled to controls: 0 for no effect and ±100 for the full control effect
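Single-point screen (50 µM final compound) in Neuro2A cells stimulated 20 min with 6 nM IGF at 37 deg C. After lysis, Ser473-phosphorylated Akt read by HTRF (ex 330 nm, em 615/665 nm) as the 665/615 ratio.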
TGFb SMAD3 inh – blocks TGF-b signaling | HepG2 CAGA-GFP TGF-b/SMAD3 reporter, GFP fluorescence, 18 h; TGF-beta stimulated, 500 pg/mL final | Potency, µM (doses to about 46.1 µM), for inactives: at the top dose activity, negative = inhibition, hits mostly inhibitors | 1.2% of 410,000 active; also: potency is read from the fitted curve at half-maximal effect; % is scaled to controls: 0 for no effect and ±100 for the full control effect; nearly all actives have a fitted effect of over 65% in size
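TGF-beta reporter screen: HEPG2 CAGA-GFP, 1% FBS, 500 pg/mL TGF-beta final, 18 h; per-cell GFP summed per well; curves fitted and categorized by class.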
Nrf2 inh – inhibitors of Nrf2 signaling; 2.1% of 360,000 active; Potency, µM (doses to about 46 µM), for the others: at the highest dose activity change, negative = inhibition, hits mostly inhibitors; A549 ARE-Fluc reporter, luciferase luminescence, 18-24 h; AID 504444; also: potency is read from the fitted curve at half-maximal effect; % is scaled to controls: 0 for no effect and ±100 for the full control effect; nearly all actives have a fitted effect of over 60% in size
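Nrf2 function is reported as luminescence of an ARE-controlled luciferase in A549 cells. Compounds were tested at several concentrations, and a CellTiter-Fluor read on the same wells flagged cytotoxicity.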
ATXN viability – viability counter-screen for ATXN expression inhibitors; 0.49% of 400,000 active; AID 651635; Potency, µM (highest dose often 56.7 µM), usual class: cytotoxic; S2 cells (HEK-293 line with an ATXN2-luciferase reporter) viability, CellTiter-Fluor protease fluorescence, 24 h; also: potency is read from the fitted curve at half-maximal effect; nearly all actives have a fitted effect of over 40% in size
HepG2 viability – counter-screen for TGF-b inhibitors: cytotoxicity in HepG2 cells; HepG2 CAGA-GFP viability, ATP luminescence, 18 h; Potency, µM (series often up to 46.1 µM), without a hit: top-dose activity change, negative = cytotoxicity, usual class: cytotoxic; 0.76% of 410,000 active; also: potency is read from the fitted curve at half-maximal effect; some results filed as inactive show a strong effect at the top dose
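HepG2 CAGA-GFP cells (1000/well, DMEM with 1% FBS) received compound, then TGF-beta at 500 pg/mL final, and were incubated 18 hours at 37 degrees C. Viability was read by CellTiter-Glo luminescence. Media-only wells were set as complete cell-killing and DMSO as no toxicity.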
Nrf2 ARE act – activates Nrf2 signaling; AREc32 ARE-luciferase reporter (MCF7-derived line), luminescence, 24 h; Potency, µM (doses to about 46.1 µM), inactives show top-dose activation, hits mostly activators; 0.31% of 410,000 active; also: potency is read from the fitted curve at half-maximal effect; % of control where 0% means no effect; nearly all actives have a fitted effect of over 65% in size
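Steps: seed AREc32_Fluc cells (1000/well, 5% FBS OPTI-MEM); incubate overnight at 37 deg C; add 23 nL compound; incubate 24 hr; add Steady-Glo; hold 30 min RT; read luminescence.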
MmCpn inh – blocks the Methanococcus maripaludis chaperonin Mm-Cpn. purified Mm-Cpn ATPase, ADP Transcreener TR-FRET. Potency, µM (top dose mostly 76.9 µM), inactives show top-dose activity, negative = inhibition, most hits filed as inhibitors. 0.031% of 330,000 active. AID 504842; also: potency is read from the fitted curve at half-maximal effect; % is scaled to controls: 0 for no effect and ±100 for the full control effect; nearly all actives have a fitted effect of over 80% in size
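25 nM Mm-CPN + cpd, 10 min 37°C; + 10 uM ATP, 30 min 37°C; buffer 30 mM Tris pH 7.4, 100 mM KCl, 5 mM MgCl2, 1 mM DTT; Transcreener ADP HTRF detection 30 min RT.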
A549 tox – counter-screen for Nrf2 inhibitors: cytotoxicity in A549 cells | A549 ARE-Fluc cells, CellTiter-Fluor viability, 18-24 h | 0.16% of 390,000 active | Potency, µM (doses to about 46 µM), without a hit: at the highest dose activity change, negative = cytotoxicity, hits mostly inhibitors; also: potency is read from the fitted curve at half-maximal effect; % is scaled to controls: 0 for no effect and ±100 for the full control effect
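A549 ARE_Fluc cells in 5% FBS OPTI-MEM were exposed to compounds in concentration-response for 18-24 h at 37 deg C. Viability was read by CellTiter-Fluor fluorescence (Ex 405/Em 525) after 30 min, before the luciferase read.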
CCT modulator – changes cytosolic chaperonin activity. purified chaperonin ATPase assay, HTRF ADP detection, 30 min. activity change, % (no concentration beside the values), hits read low. 0.3% of 360,000 active. AID 651819; in the data active = activity change below about -30%; also: % is scaled to controls: 0 for no effect and ±100 for the full control effect
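Enzyme 40 or 20 nM (batch-dependent) in Tris pH 7.4/KCl/MgCl2/DTT; cpd 76 uM single point; ATP 10 uM; 30 min 37 °C; Transcreener ADP HTRF detection, 30 min RT; ratio 665/615.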
Active calls of the source: *; i = inactive; ? = inconclusive; · = no result given; [ ] = dose if it differs, or a comment. Unless noted, calls follow the shape of the dose curve; as a rule, active = well fitted curve in the direction sought with a large enough effect; inconclusive = small, poorly fitted or top-dose-only effect, or another doubt; inactive = no such curve, though single readings can be large; an effect the other way counts as inactive or inconclusive.

Compound	A549 tox	Nrf2 inh	MmCpn inh	CCT modulator	Nrf2 ARE act	Akt phos inh	HepG2 viability	ATXN viability	TGFb SMAD3 inh
CS(=O)(=O)n1nc(OC(=O)c2cccs2)cc1N	-2.5%	5.4%	·	-0.7	-0.1%	i	0.3%	i	-0.2%
CCOc1ccc(N(C(=O)C2CCCO2)C2C=CS(=O)(=O)C2)cc1 (stereo unspecified)	0.9%	16.6%	0.2%	-2.8	-0.3%	i	6.2%	i	-21.8%
COc1ccc(CSCC(=O)N/N=C/c2ccc(OCC(=O)N3CCCCC3)cc2)cc1	-4.3%	?	1.1%	-0.5	3.0%	i	-31.1%	i	3.3%
CN(c1ccc(OCC(=O)NC2=NCCS2)cc1)S(=O)(=O)c1ccc(F)cc1	0.7%	1.1%	-1.7%	-2.0	0.2%	i	-2.3%	i	-3.3%
Cc1cc(=O)oc2cc(OCC(=O)OCC(=O)NCc3ccc4c(c3)OCO4)ccc12	0.7%	19.5%	-3.3%	-1.1	-0.1%	i	-15.1%	i	0.0%
c1ccc(CN2CCN(c3ncnc4nc[nH]c34)CC2)cc1	1.5%	-3.0%	-0.3%	-2.0	-0.7%	i	4.5%	i	-13.3%
O=C(C=C=Nc1ccccc1)C(=O)N=C=Cc1ccccc1	?	?	0.3%	-1.1	?	i	-55.2%	28.2µM*	?
CC(=O)C1=C(C)Nc2cc(C(F)(F)F)ccc2S1	?	·	1.5%	-1.5	5.3%	i	-46.3%	?	?
Cc1ccc(CNC(=O)c2cc(-c3ccccc3C)nn2CC2CC(c3cccnc3)=NO2)cc1 (stereo unspecified)	-0.8%	-3.5%	-7.5%	-0.3	-0.3%	i	-24.5%	i	?
O=C(Nc1ccc(CN2CCCCC2)cc1)Nc1ccccc1Cl	0.2%	2.3%	1.9%	-1.9	3.8%	i	-26.4%	i	-4.3%
CCn1c2ccccc2c2cc(NC(=O)CNCc3ccccc3OC)ccc21	-3.4%	?	-3.9%	0.1	6.1%	i	-60.1%	?	?
CCOc1ccc(NC(=O)c2cnsn2)cc1	-15.1%	-10.5%	-0.4%	0.8	-0.2%	i	-16.0%	i	-4.5%
Cn1cccc1C(=O)Nc1nccs1	-9.4%	0.0%	-0.1%	0.5	5.1%	i	-6.3%	i	0.1%
COc1cccc(/C=C2\SC(=N)N(c3ccc(F)cc3)C2=O)c1	-14.2%	-28.2%	0.7%	0.3	0.1%	i	-2.1%	?	3.4%
O=C(NCCOc1ccc(Cl)cc1)C1CC(=O)N(c2ccc(F)cc2)C1 (stereo unspecified)	9.6%	4.4%	0.9%	0.0	0.1%	i	-27.6%	i	-10.7%
CCOC(=O)c1cn(CC)c2ccc(Br)cc2c1=O	-2.1%	-19.8%	-1.2%	-0.6	-0.1%	i	14.7%	i	-13.4%
CC(/C=N/N1C(=O)CSC1=S)=C\c1ccccc1	-2.5%	2.3%	1.6%	1.2	3.2%	i	7.0%	i	-4.6%
Cc1ccc(CC(=O)Nc2nc3ccccc3[nH]2)cc1C	-2.1%	12.2%	-1.3%	2.1	2.9%	i	6.7%	i	-2.3%
Cn1c(CN2CCCC2)nc2cc(NC(=O)c3cccs3)ccc21	-8.5%	13.9%	-0.9%	0.6	9.9%	i	0.3%	i	-7.5%
COc1ccc(N2CCN(Cc3nc4ccccc4n3C)CC2)cc1	5.9%	1.2%	0.2%	2.3	2.6%	i	5.1%	i	-21.0%
CC(C)Cn1c(=O)c(C(=O)N/N=C/c2cccc(F)c2)c(O)c2ccccc21	-2.0%	?	0.4%	-1.2	6.8%	i	-5.8%	i	-17.5%
O=C1NC[C@H](CCCCN2C[C@H](Cc3ccccc3)N(Cc3ccccc3)C(=O)C2=O)N(CCc2ccc(O)cc2)C1=O	·	·	·	0.1	0.2%	i	·	i	·
COc1cc(OC)c(N(C)S(=O)(=O)c2cccc(C(=O)Nc3nc(C)cs3)c2)cc1Cl	-18.4%	?	-17.1%	-2.4	2.5%	i	-16.0%	i	?
O=[N+]([O-])c1ccc(Cl)cc1N/N=C/c1ccncc1	-4.7%	-29.6%	0.9%	-0.1	1µM*	i	-26.6%	·	-6.0%
Cc1ccc2c(c1)N(CCCC(=O)NCc1cccnc1)C(=O)CO2	1.1%	8.4%	-1.5%	0.8	-0.4%	i	-0.4%	i	0.2%

Three compounds already listed, sorted by their value in MmCpn inh, smallest number first.
Molecule | MmCpn inh
Cc1cc(=O)oc2cc(OCC(=O)OCC(=O)NCc3ccc4c(c3)OCO4)ccc12 | -3.3%
CN(c1ccc(OCC(=O)NC2=NCCS2)cc1)S(=O)(=O)c1ccc(F)cc1 | -1.7%
CC(C)Cn1c(=O)c(C(=O)N/N=C/c2cccc(F)c2)c(O)c2ccccc21 | 0.4%

Later entries
Compound	A549 tox	Nrf2 inh	MmCpn inh	CCT modulator	Nrf2 ARE act	Akt phos inh	HepG2 viability	ATXN viability	TGFb SMAD3 inh
COC(=O)N1CCc2c(sc(NC(=O)C3=COCCO3)c2C#N)C1	-19.3%	23.1%	-2.8%	6.5	2.5%	i	-11.5%	i	3.0%
COc1ccc(CC(=O)Nc2sc3c(c2C(=O)Nc2ccc(C)cc2)CCCCC3)cc1	-1.4%	9.9%	·	·	5.2%	·	-5.9%	·	-7.2%
Cc1cccc(C)c1NC(=O)CNC(=O)c1ccc2c(c1)NC(=O)CS2	0.2%	0.1%	0.3%	-2.6	0.0%	i	0.1%	i	-2.2%
O=C(CCCNC(=O)c1ccc(Cl)cc1)Nc1cccc(S(=O)(=O)N2CCCCC2)c1	-2.1%	?	-0.2%	-1.5	-1.0%	i	-3.5%	?	-21.2%
NS(=O)(=O)c1ccc(CCNCC#Cc2ccccc2)cc1	16.3%	6.2%	-0.1%	-6.4	2.6%	i	-12.7%	i	-8.9%
COc1ccc(C(=O)OCC(=O)NC23CC4CC(CC(C4)C2)C3)c(O)c1	·	·	·	2.8	6.1%	i	-21.0%	i	-7.6%
CCN(C[C@H]1N[C@@](CC)(C(=O)OC)[C@H]2C(=O)N(Cc3ccccc3)C(=O)[C@@H]12)S(=O)(=O)c1ccccc1	-0.5%	16.6%	0.1%	1.2	0.3%	i	6.2%	i	-3.0%
Cc1ccc2cc(CCNC(=O)C(C)(C)C)c(=O)[nH]c2c1	10.5%	?	0.8%	-1.2	-0.3%	i	0.3%	i	-0.1%
O=C(NC1CCCCC1)N1CCC(c2nc(-c3ccc(S(=O)(=O)N4CCCC4)cc3)no2)CC1	-10.4%	?	1.2%	0.3	0.2%	i	-47.1%	i	?
O=C(CCCC(=O)N(CC(=O)NC1CCCC1)c1cccc(F)c1)Nc1ccccn1	5.2%	-7.4%	1.9%	-2.0	0.0%	i	3.2%	i	24.2%
CCO[C@@H]1OC(C(=O)N2CCN(C)CC2)=C[C@H](c2ccc(C(F)(F)F)cc2)[C@H]1CCCO	3.6%	-11.1%	·	-0.4	0.2%	i	-34.6%	i	-0.6%
COc1ccc(NC(=S)Nc2cccc(Cl)c2Cl)cc1OC	19.6%	-5.5%	-0.9%	1.4	-0.6%	i	22.3%	i	-0.9%
COC(=O)c1cnc(NCc2ccc(F)cc2)c2ccccc12	12.0%	·	·	·	4.4%	·	-14.4%	·	?
Cc1[nH]c(=O)[nH]c(=O)c1S(=O)(=O)N1CCN(c2ccccc2F)CC1	-0.6%	3.6%	1.8%	-2.6	0.0%	i	-1.9%	i	-4.1%
CCNS(=O)(=O)c1ccc(NC(=O)c2ccc(Cn3cc(Br)cn3)o2)cc1	-13.2%	?	-4.2%	-2.9	-0.4%	i	18.4%	i	-14.3%
c1cc(OCCCN2CCCCC2)ccc1CN1CCCCC1	?	3.5%	0.9%	0.5	1.4%	i	-24.1%	i	6.3%
COC(=O)c1ccccc1NC(=O)c1ccc2c(c1)C(=O)N(Cc1ccco1)C2=O	-0.3%	-4.4%	·	-0.5	0.2%	·	8.0%	i	-6.1%
Nc1ccc(N)c(C(=O)O)c1	?	12.4%	-1.6%[15.4 µM]	-4.4	-1.0%	i	14.5%	?	18.1%
O=S(=O)(c1ccccc1)N1CCN(c2cc(-c3ccccc3)nc3ncnn23)CC1	-2.9%	·	2.8%	1.2	-0.3%	-87.7%*	-10.7%	i	-8.7%
CCSC1=C(C#N)C2(CCCC2)C(C#N)=C(N)N1	-2.0%	-6.9%	-1.0%	1.4	12.4%	i	-15.5%	i	43.2%[activator]
CCc1noc(C)c1C(=O)OCC(=O)c1ccc(NC(C)=O)cc1F	10.2%	?	-0.1%	-0.7	0.6%	i	12.9%	i	6.8%
CC1CCN(C(=O)CSc2nnc(CN3CCOCC3)n2-c2ccccc2)CC1	-3.3%	-2.7%	0.4%	0.4	-0.2%	i	5.8%	i	16.4%
NC(=O)c1ccsc1NC(=O)CSc1nnc2ccccn12	-8.0%	3.2%	-0.4%	0.7	5.7%	i	4.5%	i	-0.7%
O=c1[nH]c(Sc2ccc([N+](=O)[O-])cc2[N+](=O)[O-])nc2ccccc12	-17.1%	-13.5%	·	2.8	?	i	11.2µM*	?	14.1µM*
O=C(CCOc1ccccc1)Nc1ccnn1C1CCN(C(=O)CCC(F)(F)F)CC1	4.2%	5.7%	-1.7%	-2.0	-0.3%	i	-1.8%	i	-7.7%
COC(=O)c1ccccc1NS(=O)(=O)c1ccc2c3c(cccc13)C(=O)N2	-7.5%[1.84 µM]	-15.3%	-5.2%	-1.9	-0.5%	i	-6.3%	i	-9.3%
O=C(Nc1ccc2c(c1)OCO2)C1CCCN(S(=O)(=O)c2cccs2)C1 (stereo unspecified)	8.9%	-10.5%	-1.1%	2.7	-0.4%	i	-47.5%	i	-5.9%
